Assay outcomes (PubChem)
PLAP inhibitors HTS: inhibition of human placental alkaline phosphatase – biochemical, luminescence, HTS (AID 690). purified PLAP, luminescent substrate; higher % means a stronger effect. one-dose inhibition, % at 20 µM; IC50 in µM for titrated hits. hit rate 0.08% among 96,000; in the data active = a potency from the dose series; inactive = the rest, 99 in 100 with inhibition below about 30%; note: strong numbers were not always called active
Bcl-B TR3 displacers: displacers of TR3 peptide from Bcl-B, primary screen, selectivity assay for Bfl-1 inhibitor project, biochemical, fluorescence polarization. FP displacement of FITC-TR3 peptide from Bcl-B; higher % means a stronger effect. displacement, % at 20 µM, or IC50 in µM where a hit was titrated. hit rate 0.11% among 96,000. AID 748;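 active = displacement above 50% at 20 µM plus a fluorescence interference ratio under 1.5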;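 note: plate controls were wells without compound for no effect and wells lacking Bcl-B protein for full effect; a part of the inactive calls stands beside numbers as strong as those of hits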
IL1B NFkB inh: blocks IL-1B driven NFkB nuclear translocation in HUVEC cells | inhibition, % at 2 µM | AID 796 | hit rate 0.43% among 94,000 | HUVEC IL-1B NFkB p65 nuclear translocation imaging;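 active = inhibition above about 30% together with a positive call from visual inspection of the well image, limit read from the data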;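 note: nuclear over cytoplasmic p65 intensity ratio measured by imaging; 0% = IL-1B stimulated DMSO wells and 100% = unstimulated DMSO wells; values of inactives mirror those of a sister screen read the other way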
NFkB transloc pot: enhances IL-1B driven NFkB nuclear translocation; HUVEC IL-1B NFkB p65 nuclear translocation imaging; activation, % at 2 µM; hit rate 0.3% among 94,000;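 active = activation above 40%, about the mean plus 3 SD, also judged a hit on visual image review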;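 note: percent activation is computed from the nuclear over cytoplasmic p65 intensity ratio; values of inactives mirror those of a sister screen read the other way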
MRP reversal: reverses drug resistance mediated by MRP; H69AR cells + 2 uM doxorubicin, CellTiter-Glo, 72 h; differential viability (reversal), % at 10 µM; hit rate 0.04% among 85,000; AID 602;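 active = viability drop by adding the cancer drug above about 55%, with treated viability meeting a 40% cutoff, limit read from the data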;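 note: viability without doxorubicin minus viability with 2 µM doxorubicin for each compound; larger differential means the compound sensitizes cells more to doxorubicin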
MRP reversal cytotoxicity: recorded beside MRP reversal, whose call it bears; viability, %; H69AR cells, CellTiter-Glo, 72 h; measured here: cytotoxicity without doxorubicin
MRP reversal with doxorubicin: recorded beside MRP reversal, whose call it bears; viability, %; measured here: viability with 2 uM doxorubicin; active compounds read low
IL1B NFkB inh cell count 2 µM: further read-out of IL1B NFkB inh, marked with its call; cell count; measured here: cells passing quality filter;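 raw number of nuclei counted in each imaged well without normalization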
NFkB transloc pot cell count 2 µM: further read-out of NFkB transloc pot, marked with its call; cell count; measured here: cells passing quality filter
* marks the source's active call; other numbers are inactive results; / = not tested or not shown. These rows are one share of the data; count on the stated rates, not on these rows.

Sample of the layout (19 entries):
SMILES	PLAP inhibitors HTS	Bcl-B TR3 displacers	IL1B NFkB inh	IL1B NFkB inh cell count 2 µM	NFkB transloc pot	NFkB transloc pot cell count 2 µM	MRP reversal	MRP reversal cytotoxicity	MRP reversal with doxorubicin
CCC(=O)Nc1cccc(-n2nnnc2SCC(=O)NCc2ccco2)c1	15%	3%	10	69	-10	69	3	87	83
Cc1cc(C(=O)NC2=NCCS2)cs1	/	/	1	86	-1	86	-3	90	93
COc1ccc(NC(=O)CN2CCN(c3ccc(F)cc3)CC2)cc1Cl	4%	-2%	0	175	0	175	-22	65	86
O=C(CSc1nnc(COc2ccccc2F)n1-c1ccccc1)NCc1ccco1	-69%	-1%	2	143	-2	143	-3	100	103
COc1cc(C(=O)Oc2ccccc2/C=N/NC(=O)c2ccc(C)cc2)cc(OC)c1OC	4%	-1%	-3	125	3	125	/	/	/
COC(=O)[C@@H](NC(=O)NCc1cccc(OC)c1)C(C)C	7%	-5%	-30	203	30	203	12	96	84
CC1CCN(S(=O)(=O)c2cn(C)c(=O)n(C)c2=O)CC1	10%	-1%	-22	151	22	151	-9	96	106
Cn1c(SCC(=O)Nc2ccc3c(c2)OCO3)nnc1-c1cnccn1	12%	-20%	24	19	-24	19	5	88	83
CC(=O)N1CCN(Cc2nc3cc(NS(C)(=O)=O)ccc3n2C)CC1	-38%	-2%	-22	115	22	115	10	105	94
COc1ccc(C(=O)N2CCc3cc(OC)c(OC)cc3C2c2cccc([N+](=O)[O-])c2)cc1OC (stereo unspecified)	-54%	3%	5	134	-5	134	/	/	/
Cc1ccc(NC(=O)CN2CCCCCC2)c(Br)c1	0%	-12%	/	/	/	/	14	91	78
CCS(=O)(=O)NCc1ccc2c(c1)cc(C)n2C	-25%	/	-29	176	29	176	7	96	89
CC(C)NS(=O)(=O)c1ccc(CCC(=O)O)cc1	7%	0%	-6	87	6	87	-2	86	88
CN1CCN(C(=O)c2ccc(N(Cc3ccc(Cl)cc3)S(C)(=O)=O)cc2)CC1	-62%	8%	-3	109	3	109	-22	73	95
CCCn1c(N)c(C(=O)CSc2nc3ccccc3n2CCC#N)c(=O)n(C)c1=O	6%	-14%	-5	194	5	194	5	88	83
Cc1ccccc1CS(=O)(=O)c1snnc1C	2%	-9%	5	208	-5	208	/	/	/
CC(=O)Nc1ccc(S(=O)(=O)n2nc(-c3ccc(C)cc3)nc2N)cc1	1%	-2%	0	124	0	124	5	80	75
CCOC(=O)N1CCN(C(=O)C2CCCN(S(=O)(=O)c3ccccc3)C2)CC1 (stereo unspecified)	-2%	-4%	0	47	0	47	9	99	90
Cc1cc(=O)[nH]c(SCCOc2ccc(OC(C)C)cc2)n1	-12%	-16%	-5	92	5	92	-1	82	83

The listing (from the top)
SMILES	PLAP inhibitors HTS	Bcl-B TR3 displacers	IL1B NFkB inh	IL1B NFkB inh cell count 2 µM	NFkB transloc pot	NFkB transloc pot cell count 2 µM	MRP reversal	MRP reversal cytotoxicity	MRP reversal with doxorubicin
CCC(=O)Nc1cccc(-n2nnnc2SCC(=O)NCc2ccco2)c1	15%	3%	10	69	-10	69	3	87	83
Cc1cc(C(=O)NC2=NCCS2)cs1	/	/	1	86	-1	86	-3	90	93
COc1ccc(NC(=O)CN2CCN(c3ccc(F)cc3)CC2)cc1Cl	4%	-2%	0	175	0	175	-22	65	86
O=C(CSc1nnc(COc2ccccc2F)n1-c1ccccc1)NCc1ccco1	-69%	-1%	2	143	-2	143	-3	100	103
COc1cc(C(=O)Oc2ccccc2/C=N/NC(=O)c2ccc(C)cc2)cc(OC)c1OC	4%	-1%	-3	125	3	125	/	/	/
COC(=O)[C@@H](NC(=O)NCc1cccc(OC)c1)C(C)C	7%	-5%	-30	203	30	203	12	96	84
CC1CCN(S(=O)(=O)c2cn(C)c(=O)n(C)c2=O)CC1	10%	-1%	-22	151	22	151	-9	96	106
Cn1c(SCC(=O)Nc2ccc3c(c2)OCO3)nnc1-c1cnccn1	12%	-20%	24	19	-24	19	5	88	83
CC(=O)N1CCN(Cc2nc3cc(NS(C)(=O)=O)ccc3n2C)CC1	-38%	-2%	-22	115	22	115	10	105	94
COc1ccc(C(=O)N2CCc3cc(OC)c(OC)cc3C2c2cccc([N+](=O)[O-])c2)cc1OC (stereo unspecified)	-54%	3%	5	134	-5	134	/	/	/
Cc1ccc(NC(=O)CN2CCCCCC2)c(Br)c1	0%	-12%	/	/	/	/	14	91	78
CCS(=O)(=O)NCc1ccc2c(c1)cc(C)n2C	-25%	/	-29	176	29	176	7	96	89
CC(C)NS(=O)(=O)c1ccc(CCC(=O)O)cc1	7%	0%	-6	87	6	87	-2	86	88
CN1CCN(C(=O)c2ccc(N(Cc3ccc(Cl)cc3)S(C)(=O)=O)cc2)CC1	-62%	8%	-3	109	3	109	-22	73	95
CCCn1c(N)c(C(=O)CSc2nc3ccccc3n2CCC#N)c(=O)n(C)c1=O	6%	-14%	-5	194	5	194	5	88	83
Cc1ccccc1CS(=O)(=O)c1snnc1C	2%	-9%	5	208	-5	208	/	/	/
CC(=O)Nc1ccc(S(=O)(=O)n2nc(-c3ccc(C)cc3)nc2N)cc1	1%	-2%	0	124	0	124	5	80	75
CCOC(=O)N1CCN(C(=O)C2CCCN(S(=O)(=O)c3ccccc3)C2)CC1 (stereo unspecified)	-2%	-4%	0	47	0	47	9	99	90
Cc1cc(=O)[nH]c(SCCOc2ccc(OC(C)C)cc2)n1	-12%	-16%	-5	92	5	92	-1	82	83
O=C(O)CCCNS(=O)(=O)c1ccccc1	/	/	-7	122	7	122	6	108	102
O=C(Nc1nnc(COc2ccc(Cl)cc2)s1)c1cccs1	-29%	-2%	-20	127	20	127	-9	94	103
CSc1cccc(NC(=O)Nc2ccc(Cl)cc2)c1	-1%	-13%	76*	152*	-76	152	-3	86	88
Cc1cc(C)n(-c2nc3nonc3nc2Nc2cccc(C)c2C)n1	5%	-66%	-4	138	4	138	/	/	/
O=C(Cn1ncn2c(cc3ccccc32)c1=O)NCc1ccco1	-22%	-14%	-10	205	10	205	-12	82	93
Cc1cccc2cc(CN(Cc3ccco3)C(c3nnnn3CCc3ccccc3)C(C)C)c(=O)[nH]c12 (stereo unspecified)	-85%	-15%	-12	136	12	136	24	66	42

(more compounds)
SMILES	PLAP inhibitors HTS	Bcl-B TR3 displacers	IL1B NFkB inh	IL1B NFkB inh cell count 2 µM	NFkB transloc pot	NFkB transloc pot cell count 2 µM	MRP reversal	MRP reversal cytotoxicity	MRP reversal with doxorubicin
Cc1nc2scc(-c3cccs3)c2c(=O)n1-n1cccc1	11%	-5%	-7	180	7	180	-2	83	85
c1coc(-c2nnc(NC3=NCCC3)o2)c1	7%	2%	-4	161	4	161	-23	89	111
CN=C(Nc1cc(C)nn1CCC#N)c1ccccc1F	4%	7%	4	187	-4	187	-5	102	107
O=C(Nc1ccc(O)cc1)C1CCCO1 (stereo unspecified)	19%	2%	7	123	-7	123	7	90	83
O=C(Cc1ccccc1)N/N=C/c1cccs1	8%	3%	4	111	-4	111	/	/	/
COc1ccccc1CNC(=O)C(CCSC)NC(=O)C1CCC(C)CC1 (stereo unspecified)	-11%	-18%	-7	148	7	148	/	/	/
COC(=O)c1nnn(-c2nonc2N)c1CSc1nc2ccccc2s1	-5%	-8%	-7	111	7	111	-20	45	65
CCCCN(C)c1nc(-c2ccco2)c2c(c1C#N)CC(C)(C)OC2	-56%	15%	14	36	-14	36	-11	42	53
CC1CCCN(Cc2nc3c(c(=O)n(C)c(=O)n3C)n2CC(N)=O)C1 (stereo unspecified)	-14%	-11%	/	/	/	/	15	105	90
COc1ccc(C2=NN3C(C2)c2ccccc2OC32C(=O)N(C)c3ccccc32)cc1 (stereo unspecified)	-9%	5%	4	115	-4	115	/	/	/
N#CC1(c2nc3ccccc3[nH]2)CC1c1ccc2c(c1)OCO2 (stereo unspecified)	10%	-13%	-6	180	6	180	7	89	82
CCOC(=O)CN1CCc2c(C)nc3c(-c4ccc(OC)c(OC)c4)cnn3c21	-24%	0%	/	/	/	/	/	/	/
Oc1c(/C=N/c2ncn[nH]2)ccc2ccccc12	-3%	-4%	-47	152	47*	152*	-7	91	98
Cc1cc2c(cc(C(=O)N3CCC(C(=O)N4CCCC4)CC3)n2Cc2c(F)cccc2Cl)o1	-65%	11%	1	174	-1	174	3	91	88
CNC(=O)CSc1nnc(-c2ccncc2)n1Cc1ccccc1	-18%	-5%	-4	92	4	92	13	96	83
O=C(CCN1C(=O)C2C3C=CC(C3)C2C1=O)N1CC(=O)N(CCc2ccccc2)C(=O)C1 (stereo unspecified)	-5%	-8%	/	/	/	/	0	89	89
CCOc1ccc(NC2C=CS(=O)(=O)C2)cc1 (stereo unspecified)	/	/	-20	68	20	68	4	96	91
COc1ccc(C=NCCC2(O)CC(C)N(C)CC2C)cc1 (stereo unspecified)	/	/	40*	116*	-40	116	1	93	92
O=C(c1ccc(Cl)c(S(=O)(=O)N2CCCCCC2)c1)N1CCN(c2ccccn2)CC1	-67%	1%	4	178	-4	178	/	/	/
Cc1ccc(OCC(=O)n2nc(C)cc2C)c(C)c1	-8%	9%	-7	151	7	151	1	95	94
Cc1cccc(C(=O)NC(=S)N2CCN(C)CC2)c1	7%	-4%	-10	190	10	190	/	/	/
Cc1nn(CC(=O)O)c2ccccc12	6%	8%	-11	209	11	209	11	112	101
Cc1ccc(S(=O)(=O)/N=C2/C=C(C3C(=O)CC(C)(C)CC3=O)C(=O)c3ccccc32)cc1	-18%	14%	-8	186	8	186	13	93	80
Cn1c(-c2ccc(F)cc2)cnc1SCC(=O)N1CCCCC1	10%	2%	-18	86	18	86	1	91	90
O=C(CSc1nnc(-c2ccncc2)n1Cc1ccco1)c1ccc(Cl)cc1	-7%	-5%	-20	140	20	140	-3	77	80

Carrying on.
SMILES	PLAP inhibitors HTS	Bcl-B TR3 displacers	IL1B NFkB inh	IL1B NFkB inh cell count 2 µM	NFkB transloc pot	NFkB transloc pot cell count 2 µM	MRP reversal	MRP reversal cytotoxicity	MRP reversal with doxorubicin
CSC1=NCCN1C(=O)c1c(-c2ccccc2Cl)noc1C	-15%	-8%	-11	162	11	162	-1	84	85
COCCNC(=O)Cn1cc2c(n1)CCC(C)C2 (stereo unspecified)	-7%	3%	-14	146	14	146	5	88	83
COc1ccc(Br)cc1CNC(=O)C1CCN(S(=O)(=O)N2CCCCC2)CC1	-44%	-5%	14	101	-14	101	14	88	74
CC(C)(C)NC(=O)NC(=O)CSc1nnc2ccccn12	-11%	-3%	6	150	-6	150	1	93	92
Cc1cc2ncn(C(=O)N3CCC(C)CC3)c2cc1C	/	/	-15	151	15	151	-5	81	86
N#Cc1cc(Sc2ccccn2)c(Sc2ccccn2)cc1C#N	-2%	-4%	6	167	-6	167	-1	56	57
O=S(=O)(NC1CCCC1)c1ccc(Br)s1	24%	-10%	-10	136	10	136	8	93	85
O=S(=O)(c1ccc(Br)s1)N1CCN(c2ccccn2)CC1	16%	-9%	-22	128	22	128	9	91	82
O=C(CSCCO)Nc1nccs1	9%	4%	-19	180	19	180	2	93	92
CC1CCc2c(C(=O)NCCN3CCOCC3)csc2C1 (stereo unspecified)	-1%	2%	-15	90	15	90	-8	78	86
CCOC(=O)COc1cc(N2C(=O)CSCC2=O)c(Cl)cc1Cl	6%	5%	2	189	-2	189	/	/	/
CCOc1ccccc1-n1c(SCC(=O)Nc2nccs2)nnc1-c1ccoc1C	-41%	-3%	-9	114	9	114	-14	61	74
CC(C)CNC(=S)NC1CC2CCC(C1)N2Cc1ccccc1 (stereo unspecified)	8%	-3%	-14	161	4	176	/	/	/
Cc1cccc(NC(=O)CCN2C(=O)c3ccccc3C2=O)n1	-3%	-11%	-12	177	12	177	-3	108	111
COCCCNC(=O)c1ccccc1Oc1ccccc1	-11%	11%	7	110	-7	110	-12	71	83
COc1cc(-c2ccccc2)nc(N)n1	8%	12%	-6	44	6	44	2	85	83
O=C(CSc1n[nH]c(-c2ccccc2)n1)NC(=O)NCc1ccco1	-92%	26%	1	183	-1	183	/	/	/
O=C(Nn1c(C2CC2)nc2ccccc2c1=O)c1ccco1	13%	10%	/	/	/	/	-22	94	116
